STEP inh: STEP (human) phosphatase inhibition; recombinant STEP, OMFP fluorogenic substrate, fluorescence; inhibition, % at 20 µM; 0.25% of 360,000 active;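 active = inhibition at 20 µM, scaled per plate between control wells, above about 37%, limit read from the data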;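 note: 0% = DMSO with enzyme and substrate and 100% = substrate only without enzyme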
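Test system: STEP tyrosine phosphatase / Reagent: OMFP at 25 µM / Doses: 20 µM, 1% DMSO / Read-out: percent inhibition scaled to no-enzyme and uninhibited-enzyme controls, plate-pattern corrected / Detection: FITC-channel fluorescence of OMFP product / Medium: Bis-Tris buffer pH 6.0, 2.5 mM DTT, 0.005% Tween 20 / Schedule: 20 min at room temperature, dark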
DNMT1 block: blocks human DNA methyltransferase DNMT1; P26358; DNMT1 molecular beacon, Hinp1I cleavage, fluorescence; inhibition (reported as % activation of signal), % at 10 µM; 0.83% of 360,000 active; AID 588458; in the data active = inhibition above about 50%
CSN inh: blocks human CSN-mediated cullin deneddylation. Purified CSN, SCF-Nedd8-OG deneddylation, fluorescence polarization. inhibition, % at 12.5 µM. 0.38% of 360,000 active. AID 651999;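 active = pattern-corrected inhibition above about 35%, with an unprinted fluorescence ratio check between 0.5 and 1.5, limit read from the data, passing the limit was not always enough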;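 note: 0% = enzyme with substrate and 100% = substrate without enzyme; some results filed as inactive read as strong as hits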
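Test system: purified human Csn5 enzyme expressed in HEK293T cells. Amount: 0.24 nM enzyme. Reagent: SCFSkp2-Nedd8OG substrate at 10 nM final. Schedule: 90 min incubation of compound, enzyme and substrate at room temperature. Detection: fluorescence polarization. Read-out: % inhibition of substrate cleavage by Csn5.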
MLLE-PAM2 inh: inhibitors of microRNA-mediated deadenylation, human PABP1 MLLE binding | 0.36% of 360,000 active | P11940 | GST-MLLE / FITC-PAM2 fluorescence polarization | AID 588489 | inhibition, % at 20 µM; in the data active = inhibition above about 35%, passing the limit was not always enough;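 note: plate controls were DMSO wells with GST-MLLE for no effect and wells lacking GST-MLLE protein for full effect; some results filed as inactive read as strong as hits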
LMPTP block: blocks human LMPTP phosphatase; 0.22% of 360,000 active; P24666; recombinant LMPTP-A, OMFP fluorogenic substrate, fluorescence intensity; inhibition, % at 20 µM;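 active = compounds that cut the enzyme signal by at least half of the control window in the single-dose screen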;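 note: plate controls were DMSO wells with enzyme plus substrate for no effect and substrate without enzyme for full effect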
Target sequence (P24666 whole entry, looked up): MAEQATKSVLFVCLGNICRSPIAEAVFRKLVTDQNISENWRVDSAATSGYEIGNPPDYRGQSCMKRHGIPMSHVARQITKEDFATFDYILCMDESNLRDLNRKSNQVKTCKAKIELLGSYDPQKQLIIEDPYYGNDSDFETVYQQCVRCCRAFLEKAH
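material = LMPTP-A | quantity = 0.625 nM enzyme | reagent = OMFP substrate, 400 µM final | buffer or medium = Bis-Tris pH 6.0, DTT, detergent | detection = endpoint fluorescence intensity from OMFP dephosphorylation | dosing = single 20 µM dose | read-out basis = % inhibition relative to no-enzyme and uninhibited control wells | control set = no-enzyme and uninhibited controls | timing = 50 min at room temperature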
Scp-1 inhibitor: blocks human Scp-1 phosphatase activity | Q9GZU7 | Recombinant Scp1, phosphopeptide, malachite green phosphate absorbance | inhibition, % at 20 µM | 0.88% of 340,000 active | AID 493091;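 active = inhibition above about 50% at 20 µM, limit read from the data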;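 note: plate controls were DMSO wells with enzyme for no effect and wells lacking enzyme for full effect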
Target sequence (Q9GZU7 76-261 limits assumed): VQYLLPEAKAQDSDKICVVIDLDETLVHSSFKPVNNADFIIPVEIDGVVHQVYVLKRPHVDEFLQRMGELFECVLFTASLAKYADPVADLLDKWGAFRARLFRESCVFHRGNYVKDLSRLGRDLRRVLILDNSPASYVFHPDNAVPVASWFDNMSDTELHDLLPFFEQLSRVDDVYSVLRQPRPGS
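Test system: SCP-1 phosphatase catalytic domain, residues 76-261; measured by: colorimetric phosphate reagent with accelerator and stabiliser, absorbance at 630 nm; timing: enzyme reaction 45 min at room temperature, colour 5 min, stabilisation 30 min; also added: Phosphorylated 17-residue peptide substrate; compound dosing: one concentration, 20 µM, with 1.0% DMSO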
Tb MetRS inh: Trypanosoma brucei MetRS inhibition; purified T. brucei MetRS, ATP depletion, Kinase-Glo luminescence; inhibition, % at 11.9 µM; 0.4% of 360,000 active;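 active = inhibition above a per-plate cutoff of the control wells' mean inhibition plus 3 SD, cut at about 5.5% in these data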;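 note: 0% = DMSO wells median and 100% = median of wells with control inhibitor compound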
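Material: parasite MetRS enzyme / Replication: singlicate, one well per compound / Signal: luminescence of leftover ATP / Schedule: 2 h aminoacylation at 25 °C after 15 min preincubation / Medium: HEPES-MgCl2-KCl buffer plus DTT, spermine, BSA, pyrophosphatase / Doses: 11.9 µM single point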
NadD block: blocks S. aureus nicotinate mononucleotide adenylyltransferase. purified NadD enzyme, colorimetric absorbance read-out. inhibition, % at 20 µM. 0.78% of 360,000 active. AID 602399; in the data active = inhibition above about 26%; note: some compounds past the cut are filed as inactive
SUMO1-SIM PPI: alters human SUMO1 binding to SIM partners; P63165; SUMO1 binding to a labelled peptide, TR-FRET, 1 h; inhibition, % at 20 µM; 0.33% of 360,000 active; AID 602429; in the data active = inhibition above about 37%
Target sequence (P63165 whole entry, looked up): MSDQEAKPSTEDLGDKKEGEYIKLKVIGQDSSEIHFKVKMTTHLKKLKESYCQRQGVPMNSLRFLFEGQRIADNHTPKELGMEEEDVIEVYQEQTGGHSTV
Rpn11 inh: blocks the human proteasome subunit Rpn11; AID 588493; human 26S proteasome, Ub4-pepOG fluorescence polarization; 20S core pre-blocked with epoxomicin; O00487; 0.59% of 360,000 active; calls only at 20 µM;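 active = inhibition at 20 µM, scaled to each plate's controls, above about 33%, limit read from the data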
Target sequence (O00487 whole entry, looked up): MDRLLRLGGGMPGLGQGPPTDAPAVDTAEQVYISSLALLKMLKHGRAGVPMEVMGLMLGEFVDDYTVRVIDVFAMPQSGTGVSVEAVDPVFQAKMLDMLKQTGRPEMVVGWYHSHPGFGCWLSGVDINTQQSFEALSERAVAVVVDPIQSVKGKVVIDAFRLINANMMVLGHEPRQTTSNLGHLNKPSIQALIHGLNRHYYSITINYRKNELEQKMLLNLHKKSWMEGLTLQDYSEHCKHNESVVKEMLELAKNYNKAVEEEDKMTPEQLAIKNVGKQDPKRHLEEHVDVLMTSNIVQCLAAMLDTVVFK
The depositor's hits bear a star; i = inactive; / = no result given; + = active, no number.

SMILES	STEP inh	DNMT1 block	CSN inh	MLLE-PAM2 inh	LMPTP block	Scp-1 inhibitor	Tb MetRS inh	NadD block	SUMO1-SIM PPI	Rpn11 inh
Cc1ccc(NC(=O)CNS(=O)(=O)c2ccc(F)cc2)cc1C	-1.8	-0.7	3.2	-1.9	-0.4	-9.4	-0.6	3.2	0.7	i
N=C1/C(=C\c2ccc(-c3ccc(C(=O)O)cc3)o2)C(=O)N=C2SC=C(c3ccccc3)N12	60.6*	40.1	49.8	-109.0	65.4*	81.1*	-0.2	67.4*	109.9*	+
CCc1ccc2nc3nc(C)cc(C)c3c(N)c2c1	-2.9	17.9	6.3	-31.2	12.0	-2.5	0.5	-1.3	4.7	i
COCCn1c(=NC(=O)C(C)(C)C)sc2cc([N+](=O)[O-])ccc21	-2.5	2.4	-0.1	-13.8	0.0	-7.1	0.4	9.6	-7.2	i
CCOc1ccc2nc(NCCO)[nH]c2c1	2.2	-3.1	-3.9	-15.5	0.6	-10.4	-1.0	-4.2	2.2	i
Cc1ccnc(NC(=O)CNC(=O)c2sc3ccccc3c2Cl)c1	-0.8	-2.9	5.0	-3.4	-0.2	1.2	0.3	3.8	-25.7	i
O=C(Nc1ccccc1C(=O)N1CCCCC1)c1cc(F)c(F)cc1Cl	-0.3	1.9	-0.3	11.3	-0.3	3.8	-0.7	-6.3	0.7	i
C[C@H](O)[C@@H]1CN2CCc3c([nH]c4ccccc34)[C@@H]2C[C@@H]1N(C)C(=O)Nc1ccc(F)cc1	2.9	-10.8	1.0	0.1	-0.5	/	-0.4	3.2	-8.1	i
CC(=O)N(CC1CCCO1)c1nnc(-c2ccccn2)s1 (stereo not drawn)	-2.1	-2.4	2.5	-9.3	-1.8	-2.6	-0.1	0.8	-0.7	i
COc1ccc(OC(C)C(=O)N(C)Cc2nc(-c3ccc(OC)cc3)no2)cc1 (stereo not drawn)	-3.3	-2.9	4.4	8.5	-0.2	-12.2	0.1	-1.0	3.9	i
O=C(NCCc1ccco1)C(=O)NCC1OCCCN1S(=O)(=O)c1cc(F)ccc1F (stereo not drawn)	2.5	-1.2	10.3	0.3	-0.7	-3.6	0.0	2.0	-3.9	i
CC(C)CCN1NC2(CCC(C)CC2)NC1=S (stereo not drawn)	1.6	-1.1	4.2	-52.0	-1.1	3.1	0.8	-7.0	1.9	i
COC(=O)c1ccc(NC(=O)C[n+]2ccccc2)cc1	-2.7	0.2	1.4	-1.5	0.4	-2.8	-0.1	-7.0	5.1	i
CNC(=S)N1CCC(C(=O)c2ccc(Cl)cc2)CC1	0.5	-1.3	-1.2	-120.1	-1.6	/	-0.4	-0.4	-1.7	i
CCCn1c(O)c(N=NC(=O)CNC(=O)c2ccncc2)c2ccccc21	3.3	-1.9	3.8	-3.5	-1.0	-6.3	-0.9	-3.2	-30.6	i
COc1cc(C(=O)N2CCN(c3ncnc4sc(C)c(C)c34)CC2)cc(OC)c1OC	1.8	-0.8	3.4	-13.9	-0.3	-5.6	0.3	3.5	-1.3	i
CC(=O)c1c(O)cc(O)c(C(C)=O)c1O	0.2	-6.8	0.1	18.4	-0.5	-1.3	-0.7	-0.7	1.7	i
Cc1c(Cc2ccccc2)sc(/N=C/c2c(O)ccc3ccccc23)c1C(N)=O	-2.6	-31.2	86.8	-101.9	1.7	-20.5	0.4	35.8*	6.9	/
O=C(CCCSc1nnnn1-c1cccc2ccccc12)c1ccc(F)cc1	0.1	1.8	5.9	3.7	5.0	-15.5	-0.3	10.2	-0.4	i
CC(=O)Oc1ccc(-c2cccc(C(=O)N(C)c3ccc(O)cc3)c2)cc1	1.6	6.7	2.7	-15.3	-0.5	-7.3	0.3	0.3	-12.9	i
O=C(OCCNC(=O)c1ccc2ccccc2n1)c1ccc(F)cc1	-3.2	-4.1	0.9	1.4	2.5	5.2	-1.1	-2.7	-5.1	i
CC(NC(=O)c1ccccc1)C(=O)NC1=NCCS1 (stereo not drawn)	-0.4	1.2	-3.9	32.5	0.2	-9.7	1.4	-0.2	-0.4	i
NC(=O)C1CCN(CC(=O)Nc2ccccc2C(=O)NC2CC2)CC1	-3.4	3.5	-1.4	3.7	-1.0	-5.7	-0.1	1.7	2.4	i
Cc1ccc(NC(=O)c2ccc(Cl)c(S(=O)(=O)N3CCCCC3)c2)nc1	-3.2	-4.5	2.6	5.6	-8.6	-5.7	-0.3	1.2	-4.1	i
Cc1ccc(NC(=O)c2c(F)cccc2Cl)cc1S(=O)(=O)N1CCOCC1	-0.4	-3.1	2.2	-2.3	-0.5	-9.7	-0.2	-2.7	-0.3	i
O=C(Cc1ccc(N2CCNC2=O)cc1)N1CCCC(Nc2ccc(F)c(F)c2)C1 (stereo not drawn)	2.0	-1.0	0.9	9.3	0.8	-6.1	0.1	2.3	0.7	i
Cc1cc(C)c2c(CC(=O)N(CCC#N)Cc3cccnc3)coc2c1	-4.3	-2.5	3.4	-6.5	-1.3	0.0	-0.5	-2.4	1.3	i
CCC(C)C(NC(=O)C1CCC(C)CC1)C(=O)NCc1ccccn1 (stereo not drawn)	7.6	2.5	-1.6	-5.8	0.0	-14.7	0.1	-5.0	1.6	i
O=C(CN1CCC(C(=O)c2ccc(F)cc2)CC1)Nc1ccc(F)cc1	0.4	-2.1	4.5	-5.8	-3.1	-0.3	-0.3	-2.7	1.3	i
CC(C)(CNC(=O)c1ccc(Br)o1)N1CCOCC1	1.5	0.9	-3.2	-17.4	0.2	-7.6	-0.5	2.3	-3.1	i

Quoted at random: four records from the list
SMILES	STEP inh	DNMT1 block	CSN inh	MLLE-PAM2 inh	LMPTP block	Scp-1 inhibitor	Tb MetRS inh	NadD block	SUMO1-SIM PPI	Rpn11 inh
O=C(CCCSc1nnnn1-c1cccc2ccccc12)c1ccc(F)cc1	0.1	1.8	5.9	3.7	5.0	-15.5	-0.3	10.2	-0.4	i
Cc1c(Cc2ccccc2)sc(/N=C/c2c(O)ccc3ccccc23)c1C(N)=O	-2.6	-31.2	86.8	-101.9	1.7	-20.5	0.4	35.8*	6.9	/
Cc1ccc(NC(=O)c2c(F)cccc2Cl)cc1S(=O)(=O)N1CCOCC1	-0.4	-3.1	2.2	-2.3	-0.5	-9.7	-0.2	-2.7	-0.3	i
O=C(Cc1ccc(N2CCNC2=O)cc1)N1CCCC(Nc2ccc(F)c(F)c2)C1 (stereo not drawn)	2.0	-1.0	0.9	9.3	0.8	-6.1	0.1	2.3	0.7	i

New compounds follow
SMILES	STEP inh	DNMT1 block	CSN inh	MLLE-PAM2 inh	LMPTP block	Scp-1 inhibitor	Tb MetRS inh	NadD block	SUMO1-SIM PPI	Rpn11 inh
Nc1nc(CSc2ncn(-c3ccccc3)n2)cs1	3.5	2.7	0.3	20.4	2.6	-10.7	0.3	-6.7	1.8	i
CC1CCN(C(=O)c2ccc(NC(=O)c3ccccc3)cc2)CC1	4.6	-1.0	1.4	-0.5	-0.2	-8.3	-0.1	-3.7	-0.3	i
Cc1cc(-c2n[nH]c(=S)n2/N=C/c2ccc(C)s2)n[nH]1	11.2	0.8	3.3	-22.3	-1.4	-8.0	0.4	-4.5	-2.5	i
CC(=O)NC(c1ccccc1)c1nc(-c2cccc(C#N)c2)cs1 (stereo not drawn)	-0.4	0.6	-2.4	6.1	0.0	/	-0.2	2.7	-0.5	i
COc1cc2oc(=O)ccc2cc1[C@H](O)[C@@H](O)C(C)(C)O	-3.0	0.6	-2.6	-2.2	0.2	-0.2	-0.3	2.1	3.9	i
COc1cccc(N2CCN(C(=O)c3ccc(CSc4nc5ccncc5[nH]4)cc3)CC2)c1	-1.4	-1.1	-3.9	-23.6	51.8*	-11.7	-0.4	5.3	-6.0	i
CCCCOC(=O)c1ccc(NC(=S)NC(=O)c2c(Cl)cnn2C)cc1	2.7	3.5	-0.2	22.1	1.0	-5.2	-0.6	0.7	-0.6	i
CC(C)(C)n1cnc(C(N)=O)c1N	-0.9	-0.2	-2.1	-7.5	-0.2	-1.3	-0.4	3.3	1.3	i
CN=C(C)c1c(O)c2ccccc2oc1=O	-2.1	3.8	0.3	0.0	-1.1	-5.6	0.0	4.4	-3.9	i
O=C(NCCc1ccc(Cl)cc1)c1cnccn1	2.3	-4.9	1.6	6.7	-1.6	-9.6	-0.4	-3.8	2.2	i
O=C(NCC1CCCO1)C1CCN(C(=O)c2ccc(Cl)cc2)CC1 (stereo not drawn)	-0.6	1.0	-1.5	-0.9	-1.3	-5.0	-0.5	9.9	-3.1	i
NS(=O)(=O)c1ccc(CNS(=O)(=O)c2cc(C(=O)O)ccc2Cl)cc1	5.9	22.9	10.1	2.8	0.6	48.0	-0.7	8.7	4.1	i
CCOC(=O)c1[nH]c2ccccc2c1NC(=O)C1CCCCC1	-1.3	2.6	3.2	-11.0	-0.3	-2.7	-0.2	-1.8	-4.2	i
O=c1c(OC2OC(CO)C(O)C(O)C2OC2OC(CO)C(O)C(O)C2O)c(-c2ccc(O)cc2)oc2cc(O)cc(O)c12 (stereo not drawn)	-1.1	4.5	1.5	2.8	0.4	12.2	7.1*	-1.3	1.4	i
CCC(=O)c1ccc(OCC(=O)OCC(=O)N(C)CC(=O)Nc2ccc(F)cc2)cc1	0.9	1.1	-0.9	-3.2	-0.7	-4.0	-0.4	-5.7	3.2	i
Cc1ccc(CC(=O)Nc2cccc(S(=O)(=O)N3CCOCC3)c2)cc1	2.3	-0.9	-5.3	10.9	0.2	-8.3	3.0	-3.0	3.4	i
CCCN(c1ccc(OCC)cc1)S(=O)(=O)c1ccc2c(c1)CCN2C(=O)CCC(=O)O	-15.1	1.2	0.9	-18.7	-1.6	-1.5	-1.1	-3.5	4.6	i
CCc1ccc(-c2nc(CS(=O)CC(=O)NC3CC3)c(C)o2)cc1 (stereo not drawn)	3.9	-3.2	2.6	9.3	-2.0	-8.6	-0.1	1.2	4.7	i

With a hit mark in STEP inh (from the list above):
SMILES	STEP inh	DNMT1 block	CSN inh	MLLE-PAM2 inh	LMPTP block	Scp-1 inhibitor	Tb MetRS inh	NadD block	SUMO1-SIM PPI	Rpn11 inh
N=C1/C(=C\c2ccc(-c3ccc(C(=O)O)cc3)o2)C(=O)N=C2SC=C(c3ccccc3)N12	60.6*	40.1	49.8	-109.0	65.4*	81.1*	-0.2	67.4*	109.9*	+

Assay outcomes as filed in PubChem.
